# SDO1 yeast rescue: growth rescue of sdo1-depleted yeast, primary screen, S. cerevisiae, bone marrow failure model | S. cerevisiae sdo1-depleted JHY4D growth rescue, OD600 30 h; hits give high values; pdr5 snq2 efflux-pump mutant strain | AID 817, 2007 | z-score at 10 µM | 140,000 tested, 0.21% active;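 active = z-score above 3 at both the 24 hr and the 30 hr optical density reads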;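 note: z-score against mean and SD of all compound wells on the same plate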
# Insulin prom inh: inhibitors of insulin promoter-driven GFP, primary screen, imaging, TRM-6 cells (human fetal islet line), eGFP reporter, cell count; reporter expression induced with tamoxifen; inhibition, % at 2 µM; AID 1273, 2008; 130,000 tested, 0.9% active;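 active = inhibition above the mean plus 3 SD, with well images judged a real hit on visual review, cut at about 60% in these data, passing the limit was not always enough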
# SDO1 yeast rescue Rescue 24 h: second read-out of SDO1 yeast rescue, no call of its own (marks repeat the call); z-score; S. cerevisiae sdo1-depleted JHY4D growth rescue, OD600; measured here: growth rescue at 24 h;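 0 is the plate mean of compound wells and units are plate SD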
# The depositor's hits bear a star; . = no result given; & = joins results of further samples. The list is partial; rates above refer to the full screens.
# Start of the listing, in advance (4 entries):
SMILES,SDO1 yeast rescue,SDO1 yeast rescue Rescue 24 h,Insulin prom inh
CCc1cccc2c1NC(=O)C21N2CCCC2C(C(=O)c2ccc3ccccc3c2)C12C(=O)Nc1ccccc12 (stereo not given),-0.87,-0.68,0
O=C(O)C(CC1CCCCC1)N1CCS(=O)(=O)CC1 (stereo not given),.,.,18
N#Cc1c(NCCCO)nc(NCc2ccccc2)c2c1CCN(Cc1ccccc1)C2,-1.1,-0.79,.
CCN(CC)CCn1c(=N)n(CCOc2ccccc2)c2ccccc21,0.15,-0.72,-47

# The listing, from the start:
SMILES,SDO1 yeast rescue,SDO1 yeast rescue Rescue 24 h,Insulin prom inh
CCc1cccc2c1NC(=O)C21N2CCCC2C(C(=O)c2ccc3ccccc3c2)C12C(=O)Nc1ccccc12 (stereo not given),-0.87,-0.68,0
O=C(O)C(CC1CCCCC1)N1CCS(=O)(=O)CC1 (stereo not given),.,.,18
N#Cc1c(NCCCO)nc(NCc2ccccc2)c2c1CCN(Cc1ccccc1)C2,-1.1,-0.79,.
CCN(CC)CCn1c(=N)n(CCOc2ccccc2)c2ccccc21,0.15,-0.72,-47
Cc1cccc(NC(=O)C2C(C(=O)O)C3C=CC2C32CC2)c1C (stereo not given),-0.01,-0.47,.
O=C(CSc1ccc(Cl)cc1)NC1CCCc2ccccc21 (stereo not given),-0.62,-0.43,-80
O=C(Nc1ccc(C(=O)N2CCCCC2)cc1)c1ccc(Br)cc1,0.62,0.58,-3
COc1ccc(C(=O)Nc2cc(OC)c(Cl)cc2Cl)cc1,.,.,56
O=C(c1ccccc1)C1CCc2occc2C1=O (stereo not given),0.79,0.47,-32
S=C(c1ccc(N2CCCC2)cc1)N1CCCCC1,-0.46,-0.24,-13
COc1cccc(N2CCN(C(=O)Nc3ccc4c(c3)NC(=O)CO4)CC2)c1,-0.08,-0.69,32
CCOc1ccc2nc(NC(=O)c3c([N+](=O)[O-])cnn3CC)sc2c1,-0.62,-0.26,7
COC(=O)NCc1ccc2c(c1)OCO2,0.32,0.06,-8
Cc1cc(C)c2c(c1)/C(=N/NC(=S)Nc1ccc(F)cc1)CCC2,-0.02,0.57,5
O=C1CN(C(=O)COC(=O)c2ccccc2NC(=O)c2ccco2)c2ccccc2N1,-0.03,-0.26,-6
CCCCc1ccc(NS(=O)(=O)N(C)C)cc1,0.76,2.4,26
COc1ccccc1N(O)C1CC(=O)N(c2ccc(Br)cc2)C1=O (stereo not given),0.3,-0.21,.
COc1ccc(OC)c(C2/C(=C(/O)c3ccccc3)C(=O)C(=O)N2Cc2ccco2)c1 (stereo not given),1.4,1.6,.
COc1ccc(/C=C/c2c([N+](=O)[O-])c(=O)n(C)c(=O)n2C)c(OC)c1,.,.,46
COc1ccc(C(=O)CN(C(=O)c2ccc(Cl)cc2)N2C(=O)C3CCCCC3C2=O)cc1 (stereo not given),-0.95,-0.51,-54
CC(C)(O)C#Cc1ccc(C(=O)N2CCN(c3ccccc3)CC2)cc1,0.63,0.57,46
COc1ccccc1NC(=O)CSc1nnc(-c2ccco2)n1Cc1ccco1,-0.78,-0.82,-8
COc1ccc(Cl)cc1-n1c(C)ccc1C,-0.28,-0.86,-17
O=S(=O)(NC1CCCCC1Oc1ccccc1)c1ccccc1 (stereo not given),-0.57,-1,.
CCCn1nnc(NC(=O)COc2ccc(C3CCCCC3)cc2)n1,-0.61,-0.59,100*

# Another view of some results above:
SDO1 yeast rescue	SDO1 yeast rescue Rescue 24 h	Insulin prom inh	Molecule
-0.28	-0.86	-17	COc1ccc(Cl)cc1-n1c(C)ccc1C
-0.61	-0.59	100*	CCCn1nnc(NC(=O)COc2ccc(C3CCCCC3)cc2)n1
0.76	2.4	26	CCCCc1ccc(NS(=O)(=O)N(C)C)cc1

# Record cards, as listed above. Screens in order: SDO1 yeast rescue | SDO1 yeast rescue Rescue 24 h | Insulin prom inh
# O=S(=O)(NC1CCCCC1Oc1ccccc1)c1ccccc1 (stereo not given) is entered as -0.57 | -1 | .
# COc1ccc(C(=O)Nc2cc(OC)c(Cl)cc2Cl)cc1 is entered as . | . | 56
# COc1ccccc1NC(=O)CSc1nnc(-c2ccco2)n1Cc1ccco1 is entered as -0.78 | -0.82 | -8
# COc1ccc(OC)c(C2/C(=C(/O)c3ccccc3)C(=O)C(=O)N2Cc2ccco2)c1 (stereo not given) is entered as 1.4 | 1.6 | .

# The list continues.
SMILES,SDO1 yeast rescue,SDO1 yeast rescue Rescue 24 h,Insulin prom inh
CNC(=O)CCCCCNS(=O)(=O)c1ccc(C)cc1,0.27,-0.05,-123
Cc1ccccc1NC(=O)C1C2CCC(O2)C1C(=O)O (stereo not given),-0.22,-0.31,-117
Cc1ccc(-n2c(=O)cc(N3CCN(C(=O)c4ccco4)CC3)[nH]c2=O)cc1,0.37,-0.35,50
COc1ccc(S(=O)(=O)Nc2cc(C)cc(C)n2)c2ccccc12,-0.46,-0.73,-38
N#C/C(C(=O)NCc1ccco1)=C1/SC=C(c2ccccc2)N1c1ccccc1,-1.4,-0.78,-64
COn1c(-c2ccc(Cl)cc2Cl)nc2ncccc21,.,.,-26
N=c1c2c3c(sc2nc2n1CCCCC2)CCCCC3,0.36,0.05,0
Nc1nc(Br)c2ccccc2c1-c1ccccc1,.,.,29
Cc1ccc(C(C)C)c(OCCCN2CC(C)OC(C)C2)c1 (stereo not given),-1.8,-1.2,-65
CCc1c(C)c(C#N)c2nc3ccccc3n2c1Cl,-2,-0.74,-153
Cc1ccc(OCC(=O)c2ccc3c(c2)CCCC3)cc1C,-0.77,-0.88,27
O=C(CSc1ccc(-c2ccc(F)cc2)nn1)NCc1ccco1,0.93,0.97,5
C=CCc1cccc(C2Nc3ccccc3C(=O)N2O)c1O (stereo not given),1.1,0.91,-42
CCOC(=O)CC1C(=O)NCCN1C(=O)c1sc2ccccc2c1Cl (stereo not given),.,.,-6
O=C(OCc1nnc(-c2ccc(Br)cc2)o1)c1cncc(Br)c1,.,.,18
Cc1c(C)c2ccc(OS(C)(=O)=O)c(C)c2oc1=O,0.37,0.22,0
COC(=O)Cc1c(C)c2ccc(OCc3nn[nH]n3)cc2oc1=O,0.55,0.65,-43
O=C(Cc1ccccc1)NCCc1cn2ccsc2n1,1.1,1.7,.
O=c1cc(N2CCc3ccccc32)[nH]c(=O)n1Cc1ccc(F)cc1,-0.38,-1.1,-100
Cc1ccc2nc(N3CCN(C=O)CC3)nc(-c3ccccc3)c2c1,-1.2,-0.89,58
Cc1ccc2nc(-c3cc(N)cc(N)c3)oc2c1,0.81,0.03,6
O=C(Nc1cc(C(F)(F)F)ccc1N1CCOCC1)c1ccccc1F,-0.78,-1.1,-33
COc1ccc(CCNC(=O)COC(=O)Cc2ccc(OC)cc2)cc1,0.5,0.13,.
CC(CNC(=O)c1ccc(-c2ccccc2)cc1)CN(C)C (stereo not given),-0.18,-0.4,13
O=C(Nc1ccc2ccccc2c1)/C(=C\c1ccc2c(c1)OCO2)NC(=O)c1ccco1,0.16,-0.25,.

# 3 compounds from above, limited to Insulin prom inh:
SMILES | Insulin prom inh
C=CCc1cccc(C2Nc3ccccc3C(=O)N2O)c1O (stereo not given) | -42
O=C(OCc1nnc(-c2ccc(Br)cc2)o1)c1cncc(Br)c1 | 18
CCc1c(C)c(C#N)c2nc3ccccc3n2c1Cl | -153

# Next compounds:
SMILES,SDO1 yeast rescue,SDO1 yeast rescue Rescue 24 h,Insulin prom inh
COC(=O)c1cn(NC(=O)/C=C/c2cccc(OC)c2OC)c(=O)c2ccccc12,0.65,1.7,-45
CCC(C)c1ccccc1NC(=O)COC(=O)c1ccc(C)c(NC(=O)c2ccco2)c1 (stereo not given),-1.5,-0.98,11
CCc1nnc(NC(=O)CSc2nnc(CSc3nc(C)cc(C)n3)n2C)s1,0.62,0.08,29
COc1cccc(C2CC(c3ccc(Cl)cc3)n3nc(N)nc3N2)c1 (stereo not given),-0.72,-1.4,.
CC1(C)CC(=O)C(C(N)=NC(=O)c2ccc([N+](=O)[O-])cc2)=C(O)C1,.,.,-38
Cc1sc(-c2ccncc2)nc1OC(=O)c1cc(Cl)cc(Cl)c1,-1.1,-1.9,22
O=C(Nc1ccc2oc(-c3cccc4ccccc34)nc2c1)c1ncn[nH]1,-0.87,0.53,21
Cc1cccc(C(=O)O/N=C2\CCSc3ccc(C)cc32)c1,-1.3,-1.2,4
O=C(Nc1ccc(Br)cc1F)C1CCCO1 (stereo not given),2.3,3.2,43
Cc1cc(NS(=O)(=O)c2ccc(-c3ccccc3)cc2)no1,-1,-0.96,14
O=C(c1ccc(C(F)(F)F)cc1)N1CCC(=O)N(C(COCc2ccc(C(F)(F)F)cc2)Cc2ccccc2)CC1 (stereo not given),0.13,0.17,0
CCOC(=O)c1cc2sccc2n1CC(=O)Nc1ccc(OC)cc1OC,-0.77,-0.35,44
N#Cc1c(N)oc(-c2cccs2)c1-c1cccs1,-0.33,-0.82,38
O=C(OCC(=O)N1CCc2ccccc2C1)c1cccc([N+](=O)[O-])c1,0.79,0.93,.
C/C(=N\NC(=O)Cc1cccn1C)c1cccs1,0.39,-0.6,0
CCOc1cc(/C=C2\C(=O)N(c3nc(-c4ccc(Br)cc4)cs3)N=C2c2ccccc2)ccc1O,-0.3,0.21,17
Cc1ccc(NC(=O)C2CCN(S(=O)(=O)c3cccc4cccnc34)CC2)nc1,0.3,0.16,.
COc1ccc2cc(CN(CC3CCCO3)S(=O)(=O)c3ccc(C(C)=O)cc3)c(=O)[nH]c2c1 (stereo not given),0.6,0.17,.
O=C(/C=C/c1ccc(S(=O)(=O)N2CCOCC2)cc1)NCc1ccccc1Cl,-0.89,-0.88,52
O=C1C(Cc2ccc(O)cc2)NC(=S)N1c1ccccc1 (stereo not given),-0.06,-1.5,20
COc1ccc(CC(=O)N2CCCC(C)C2)cc1 (stereo not given),0.85,1.5,3
O=C(CSc1ccc(Cl)cc1)N1CCN(c2ccc(Cl)cc2[N+](=O)[O-])CC1,-2.1&-2.2,-1.5&-0.76,.
CCN(CC)CC#CCC1(O)c2ccccc2-c2ccccc21,1,0.63,.
Cc1ccc(NC(=O)OC(C)CNC(=O)Oc2cccc(C)c2)cc1 (stereo not given),.,.,-78
CC(C(=O)NCc1cccs1)N1C(=O)c2ccccc2C1=O (stereo not given),0.65,0.74,41
# (list continues)
SMILES,SDO1 yeast rescue,SDO1 yeast rescue Rescue 24 h,Insulin prom inh
COC(=O)/C(=C(/F)Sc1cc(C)c(O)c(C)c1)C(F)(F)F,-2.3,-1.5,-19
O=C(C1CCCN1S(=O)(=O)c1cccc2cccnc12)N1CCN(c2ccccc2)CC1 (stereo not given),-0.3,-0.87,.
c1cc2c(cnc3cscc32)s1,0.99,0.83,-45
CCOC(=O)c1nc2ccccc2s1,1,1.4,.
O=C(NCc1cccnc1)NC(C(F)(F)F)C(F)(F)F,0.52,0.85,47
N#Cc1cnn2c3c(cnc12)C(=O)N1CCc2ccccc2C1C3 (stereo not given),.,.,35
Cc1ccc(/C=N/NC(=O)c2ccoc2C)s1,0.55,0.02,5
CCOc1ccc(C2CC(c3ccccc3)Nc3nc(N)nn32)cc1 (stereo not given),1.1,0.97,.
Cc1cccc(/C(N)=N/OC(=O)COc2ccccc2Cl)c1,-2.2,-1.2,-58
COc1ccc2nc3ccccc3nc2c1NC(=O)c1ccc(Br)cc1,0.74,1.7,0
CCCn1nnc(NC(=O)c2ccc(Br)cc2)n1,1.3,1.7,79*
COc1ccc(N2CC(C(=O)OCC(=O)c3ccccc3)CC2=O)cc1 (stereo not given),-0.44,-0.19,-43
COc1ccc(OCc2nc3c4c(ncn3n2)-c2ccccc2CC42CCCC2)cc1,-0.4,0.31,.
Cc1ccc(NC(=O)C2CCCNC2=O)nc1 (stereo not given),0.56,0.23,-69
c1ccc(-c2ccc(-c3nc(-c4ccccn4)no3)cc2)cc1,-1.1,-0.34,14
CCn1ccc2cc(OC)ccc2c1=S,0.18,0.6,3
O=C(NCCCO)NC12CC3CC(CC(C3)C1)C2,0.71,0.03,40
CN(CC(=O)O)c1ccc(C(F)(F)F)cc1[N+](=O)[O-],.,.,47
CN1/C(=C\C=Nc2cc(S(=O)(=O)N3CCOCC3)ccc2N2CCOCC2)C(C)(C)c2ccccc21,0.21,-0.27,.
Nc1ccc(Nc2ccncc2[N+](=O)[O-])cc1,0.59,0.82,-6
COc1ccc(CC(CC(=O)O)C(=O)Nc2ccc(OC)cc2)cc1 (stereo not given),-0.35,-0.69,.
CCc1ccc(NC(=O)CN2C(=O)CSC2=O)cc1,0.52,0.13,44
N#Cc1ccc(N2Cc3ccccc3/C2=N/C(=O)Nc2ccc(Cl)cc2)cc1,-0.04,0.33,19
Nc1nc(-c2ccc(F)cc2)cc(C(F)(F)F)n1,1.1,0.82,-17
Clc1ccccc1C1SCC2Nc3ccccc3CN21 (stereo not given),-0.75,-0.73,-10
# Going on with the list:
SMILES,SDO1 yeast rescue,SDO1 yeast rescue Rescue 24 h,Insulin prom inh
Cc1ccc(NC(=O)c2ccccn2)cc1S(=O)(=O)N1CCOCC1,.,.,-33
COc1ccc(NC(=O)C2CC(=O)OC2c2ccccc2)cc1 (stereo not given),1.3,0.11,45
O=C(COc1ccccc1Cl)NCc1ccco1,0.94,0.57,74
N#CCC(=N)N1CCN(c2ccccc2Cl)CC1,-0.15,-0.49,-177
COc1ccc(N2CC(C(=O)N/N=C/c3cc([N+](=O)[O-])ccc3O)CC2=O)cc1 (stereo not given),.,.,17
Cc1ccc(-c2nc3ncccn3c2Nc2ccc3c(c2)OCO3)o1,1.3,0.21,0
